High-throughput results from PubChem BioAssay.
OPRM1-OPRD1 inv: inverse agonists of MOR-DOR heterodimerization, primary screen, cell-based, luminescence; Mu-type opioid receptor (Homo sapiens) + Delta-type opioid receptor (Homo sapiens), …; cell-based MOR-DOR heterodimer luminescence, inverse agonism; inhibition, % at 9.3 µM; 0.21% of 340,000 active; in the data active means inhibition above about 22%, passing the limit was not always enough;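 further: 0% = cells with DMSO and 100% = wells without cells with DMSO; values of inactives mirror those of a sister screen read the other way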
HTR5A ag ctr: HTR5A agonists in luminescence cell assay, primary screen, counter-screen for OPRM1-OPRD1 heterodimer agonist project, full-deck HTS; 5-hydroxytryptamine receptor 5A (Homo sapiens), P47898; cell-based; 0.61% of 340,000 active; activation, % at 9.3 µM; in the data active means activation mostly above about 9.5%, no sharp cut-off; inactive means mostly below about 7.6%;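 further: 0% = cells with vehicle only and 100% = reference agonist; strong numbers were not always called active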
Target sequence (P47898 whole entry, looked up): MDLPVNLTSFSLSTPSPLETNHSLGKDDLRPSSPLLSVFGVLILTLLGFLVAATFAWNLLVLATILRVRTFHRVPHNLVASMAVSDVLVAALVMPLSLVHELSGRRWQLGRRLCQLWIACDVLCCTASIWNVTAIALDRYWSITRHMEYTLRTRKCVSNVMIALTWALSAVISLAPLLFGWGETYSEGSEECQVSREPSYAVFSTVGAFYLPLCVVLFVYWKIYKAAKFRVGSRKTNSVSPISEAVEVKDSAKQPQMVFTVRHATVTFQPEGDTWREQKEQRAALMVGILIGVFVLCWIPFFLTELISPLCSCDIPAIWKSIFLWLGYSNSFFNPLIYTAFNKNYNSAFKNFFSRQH
DAGLB inhibitor: DAGLB lipase inhibitors, primary screen, biochemical, fluorescence, HTS; Diacylglycerol lipase-beta (Homo sapiens), Q8NCG7; HEK293T DAGLB membrane lysate, EnzChek fluorogenic substrate; inhibition, % at 5.17 µM; 0.059% of 340,000 active; AID 504411, 2011; in the data active means inhibition above about 34%;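 further: 0% = enzyme with vehicle and 100% = wells lacking enzyme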
HTR5A inv ag: HTR5A inverse agonists in luminescence cell assay, primary screen, counter-screen for OPRM1-OPRD1 heterodimer inverse agonist project, full-deck HTS; inhibition, % at 9.3 µM; 5-hydroxytryptamine receptor 5A (Homo sapiens), P47898; 0.083% of 340,000 active; HTR5A cell line, inverse agonism; in the data active means inhibition mostly above about 23%, no sharp cut-off; inactive means mostly below about 18%;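 further: 0% = cells with DMSO and 100% = no-cell wells with DMSO; some compounds called inactive have numbers as strong as hits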
V-ATPase pH: regulators of yeast V-ATPase proton pumping, primary screen, pHLuorin cytosolic pH fluorescence | AID 504577, 2011 | 0.37% of 350,000 active | response, % at 10 µM | S. cerevisiae; in the data active means response mostly above about 7.3%, no sharp cut-off; inactive means mostly below about 5.4%; further: actives read high; inactives centre near 0; some compounds called inactive have numbers as strong as hits; reference of the scale not given here
PKA-R1A act: activators of PKA-R1A holoenzyme, primary screen, biochemical, fluorescence polarization, Cy5-IP20, bovine R1A, mouse PKAc. cAMP-dependent protein kinase type I-alpha regulatory subunit (Bos taurus) + …. PKA-R1A dissociation; scaled: DMSO 0%, 113 µM cGMP 100%. activation, % at 11.4 µM. 0.083% of 340,000 active;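 active means percent activation above the mean of all tested compounds plus 3 SD, cut at about 19% in these data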;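 further: higher means more PKAc released from R1A so a rise in polarization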
PKA-R2B act: activators of PKA-R2B holoenzyme, primary screen, biochemical, fluorescence polarization, Cy5-IP20, human; cAMP-dependent protein kinase catalytic subunit beta (Homo sapiens) + cAMP-dependent …; PKA-R2B holoenzyme dissociation; R2B truncated from residue 108, S112A mutant; 0% DMSO only, 100% 113 µM cGMP; activation, % at 11.4 µM; 0.079% of 340,000 active;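 active means activation above a cutoff set at the mean over all compounds plus 3 SD, cut at about 18% in these data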;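 further: higher means more holoenzyme dissociation and a rise in polarization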
Target sequence (P31323 whole entry, looked up, other chains not shown, the tested form may be a part): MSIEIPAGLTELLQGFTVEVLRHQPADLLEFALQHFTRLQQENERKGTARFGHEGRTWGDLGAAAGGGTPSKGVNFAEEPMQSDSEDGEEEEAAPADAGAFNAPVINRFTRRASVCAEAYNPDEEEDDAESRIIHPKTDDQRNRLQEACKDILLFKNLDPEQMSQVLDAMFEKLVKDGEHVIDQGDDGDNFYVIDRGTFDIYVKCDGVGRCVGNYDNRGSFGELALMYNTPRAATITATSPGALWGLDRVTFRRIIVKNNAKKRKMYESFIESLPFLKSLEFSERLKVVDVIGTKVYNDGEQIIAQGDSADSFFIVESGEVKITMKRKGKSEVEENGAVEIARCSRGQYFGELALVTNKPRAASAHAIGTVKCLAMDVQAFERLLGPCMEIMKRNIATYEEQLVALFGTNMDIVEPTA
DSG3 Ab inh: inhibitors of pemphigus antibody binding to DSG3, primary screen, biochemical, bead-based, flow cytometry, scFv-GFP; 0.48% of 310,000 active; Desmoglein-3 (Homo sapiens), P32926; AID 588358, 2011; DSG3-coupled beads, scFv-anti-DSG3-GFP binding; stronger effect = lower value; binding (percent of control), % at 10 µM;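 active means binding more than 3 SD below its plate's average and above zero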;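 further: hits lower antibody fragment binding to DSG3; some compounds called inactive have numbers as strong as hits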
MOR-DOR ag: agonists of OPRM1-OPRD1 heterodimerization, primary screen, cell-based, luminescence | cells | Mu-type opioid receptor (Homo sapiens) + Delta-type opioid receptor (Homo sapiens), … | 0.3% of 340,000 active | AID 504326, 2011 | activation, % at 9.3 µM; in the data active means activation above about 18%;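 further: 0% = vehicle-treated cells and 100% = reference agonist; values of inactives mirror those of a sister screen read the other way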
Arr AP2 block: inhibitors of beta-arrestin/AP2 binding, primary screen, biochemical, GPCR trafficking, flow cytometry. beta-arrestin 1 C-terminal peptide binding to AP2 beta2-adaptin appendage (human). AID 504490, 2011. 0.31% of 340,000 active. inhibition, % at 10 µM. FITC-arrestin peptide / GST-AP2 beads; AP2 beta2 appendage carries R879A mutation;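 active means inhibition above a set limit, near 3 SD of compounds lacking own fluorescence, cut at about 54% in these data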;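 further: plate controls were DMSO wells for no effect and 5 µM unlabelled arrestin peptide for full effect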
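test system = AP2 appendage R879A on GSH beads | buffer or medium = PBS plus Tween 20 (0.05%) and BSA (0.1%) | incubation = 12 min plus 1 h, RT | detection = bead flow cytometry, FITC channel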
* marks the source's active call; other numbers are inactive results; x = not tested or not shown.

SMILES	OPRM1-OPRD1 inv	HTR5A ag ctr	DAGLB inhibitor	HTR5A inv ag	V-ATPase pH	PKA-R1A act	PKA-R2B act	DSG3 Ab inh	MOR-DOR ag	Arr AP2 block
CC(C)CC1NC(=O)N(Cc2nc3ccccc3s2)C1=O (configuration not stated)	11	2	3	-5	4	10	3	100	-2.0	0
CN(Cc1ccccc1)C(=O)c1ccc(NC(=O)Cc2cccc(NC(=O)C3CCN(C(=O)C4CCCCC4)CC3)c2)cc1	-14	19	-5	-50	-4	-7	4	100	2.4	5
Cc1cc2c(cc1S(=O)(=O)NCCc1ccc(Cl)cc1)OCC(=O)N2	7	-3	1	8	-1	3	-13	101	-1.1	0
O=C(NCCCN1CCCC1=O)Nc1ccc(Cl)cc1	2	-4	2	3	-5	-16	3	95	-0.3	9
CCOc1ccc(OCCCC(=O)O)cc1	3	-2	-1	2	-2	-8	1	95	-0.7	5
Cc1cc(C(=O)c2cccs2)c(N)s1	7	-2	2	13	4	-2	-5	108	-1.1	-2
CCCC1=C(C(=O)OCC)C(c2ccc(F)cc2)n2ncnc2N1 (configuration not stated)	9	-3	2	8	-6	-11	-4	106	-1.6	-4
COc1ccc(NC(C)=[N+](C)CCNS(=O)(=O)c2ccc(Cl)cc2)cc1Cl	13	3	2	-26	0	1	-2	103	-2.5	-23
Cc1cc(S(=O)(=O)N2CCN(Cc3ccccc3)CC2)c(C)s1	-4	-1	-9	2	-2	-1	-5	110	0.9	2
CCc1cc(=O)oc2c(C)c(O)c(CN3CCCCC3)cc12	-1	0	2	0	1	-3	-12	x	0.2	-5
CCOc1ccc(-c2cc(C(=O)O)c3ccccc3n2)c(OCC)c1	11	1	0	-4	-5	10	-10	101	-2.5	31
CC1CCN(C(=O)c2ccc(NS(=O)(=O)c3cccc4cccnc34)cc2)CC1	9	8	-2	-23	5	-16	-5	93	-1.6	-1
CC(CC(=O)NCc1ccco1)S(=O)(=O)c1ccc2c(c1)CCN2C(=O)C1CC1 (configuration not stated)	12	-3	1	0	0	-4	-13	99	-2.4	1
COc1cc(NS(=O)(=O)c2ccc(Nc3nc(-c4cccc([N+](=O)[O-])c4)cs3)cc2)nc(OC)n1	6	0	11	12	1	-20	-6	96	-1.0	3
O=C(NNC(=O)C1CC1)c1cc(=O)[nH]c2ccccc12	9	0	-1	-1	3	-6	-11	122	-1.7	10
CCOC(=O)CCSc1nc2c(c(C(F)(F)F)c1C#N)CCC2	-4	7	-15	-16	-2	-3	-3	128	0.6	-3
CC(CN1CCN(C/C=C/c2ccccc2)CC1)c1ccccc1 (configuration not stated)	9	-4	-2	-24	-6	1	2	88	-1.9	-2
O=C1CCN(Cc2ccccc2)N1	10	-4	-3	14	2	-13	-7	100	-2.3	1
CC(OC(=O)c1cc(S(=O)(=O)N2CCOCC2)ccc1F)C(=O)NCc1ccc2c(c1)OCO2 (configuration not stated)	0	-10	-1	29	0	-5	-3	100	0.0	18
Cc1ccc(C)c(-n2nnnc2SCC(=O)NCC2CCCO2)c1 (configuration not stated)	-10	3	5	-7	0	9	12	x	2.4	30
Nc1ccc(C(=O)Nc2cccc(N)c2)cc1	20	-1	1	5	1	-4	-14	87	-3.9	-16
COc1ccc(C(=O)N2CCC(n3c(C)nc4cc(F)ccc43)CC2)cc1OC	10	-1	2	-17	2	-1	-9	102	-1.9	0
COCCCN1C2=C(C(=O)CC(C)(C)C2)C(c2ccc(OC)c(OC)c2)C2=C1CC(C)(C)CC2=O	1	2	-2	-6	3	5	4	105	-0.2	18
COCCNC(=O)CN1C(=O)NC2(CCCCCC2)C1=O	-1	3	-1	-7	1	-10	-1	104	0.2	2
O=C(COc1ccc(Cl)cc1Cl)N/N=C1\CCCc2ccccc21	-7	11	-3	-17	-3	7	5	100	1.1	29
Clc1cccc(-c2csc(Nc3cccnc3)n2)c1	1	-3	0	9	-7	-1	7	x	-0.1	12
O=C(c1ccc(N2CCCCC2)c([N+](=O)[O-])c1)N1CCN(c2ccccn2)CC1	10	-1	9	-10	2	1	3	89	-2.0	12
COc1ccc(N2CC(C(=O)N3CCN(c4ccccc4F)CC3)CC2=O)cc1 (configuration not stated)	13	4	-2	-10	-1	-4	-6	94	-2.4	28
CCC(=O)N1CCc2cc(S(=O)(=O)NC(C(=O)NC(C)c3ccccc3)C(C)C)ccc21 (configuration not stated)	2	-4	-2	11	2	-11	0	101	-0.4	-2
Cc1cc(NC(=O)CCC(=O)N(Cc2cccs2)C(C(=O)NC2CCCC2)c2ccccc2)no1 (configuration not stated)	13	1	2	7	-4	-2	-17	x	-2.9	21
COCCNC(=O)Cc1c(C)c2cc3c(cc2oc1=O)OC(C)(C)CC3	12	1	-6	-4	-2	6	-1	100	-2.6	38
COc1ccc(N2CCN(C(=O)CCN3C(=S)NC(C)(C)CC3C)CC2)cc1 (configuration not stated)	9	2	3	-6	-2	-2	3	98	-1.9	1
O=C(/C=C/c1c(F)cccc1Cl)Nc1ncccn1	-5	5	0	32	2	1	2	x	1.0	-1
CC(=O)c1ccc(NC(=S)NNC(=O)c2ccncc2)cc1	23	-6	3	20	-2	11	-7	x	-4.4	10
CCCc1nc2oc3c(=O)[nH]cnc3c2c2c1COC(C)(C)C2	14	1	1	-4	0	-14	-2	98	-2.7	16
COC(=O)c1sc(NC(=O)c2cccc([N+](=O)[O-])c2)c(C(N)=O)c1C	11	0	0	-12	2	-3	4	83	-2.1	3

Given with values under each structure: two of the compounds above.
Values run as follows: OPRM1-OPRD1 inv	HTR5A ag ctr	DAGLB inhibitor	HTR5A inv ag	V-ATPase pH	PKA-R1A act	PKA-R2B act	DSG3 Ab inh	MOR-DOR ag	Arr AP2 block
> Clc1cccc(-c2csc(Nc3cccnc3)n2)c1
→ 1	-3	0	9	-7	-1	7	x	-0.1	12
> COc1ccc(N2CCN(C(=O)CCN3C(=S)NC(C)(C)CC3C)CC2)cc1 (configuration not stated)
→ 9	2	3	-6	-2	-2	3	98	-1.9	1

Carrying on:
SMILES	OPRM1-OPRD1 inv	HTR5A ag ctr	DAGLB inhibitor	HTR5A inv ag	V-ATPase pH	PKA-R1A act	PKA-R2B act	DSG3 Ab inh	MOR-DOR ag	Arr AP2 block
Cc1cc(C)nc(NC(=O)c2c(-c3c(Cl)cccc3Cl)noc2C)n1	11	1	-4	-2	7	-1	-13	111	-1.9	14
O=C(CCCCC(=O)Nc1c(I)cc(I)c(C(=O)O)c1I)Nc1c(I)cc(I)c(C(=O)O)c1I	7	-2	-1	-11	0	-10	-2	110	-1.2	-9
COc1ccc(-c2oc3ncnc(N)c3c2-c2ccccc2)cc1	6	-1	4	2	-2	17	11	104	-1.2	4
COc1ccc(-c2cc(=O)n(-c3nc4ccccc4[nH]3)[nH]2)cc1	8	0	16	35	-4	2	-4	101	-1.4	9
CCOC(=O)c1ccc(N2C(=O)CC(N3CCOCC3)C2=O)cc1 (configuration not stated)	6	2	1	0	0	2	-7	99	-1.0	-5
CCN(CC)CCOC(=O)c1ccc2c(c1)OCCO2	10	-2	-3	-9	-2	1	-4	97	-1.7	1
ClC(Cl)(c1nnnn1-c1ccccc1)c1nnnn1-c1ccccc1	-36	0	1	-11	1	2	-12	77*	6.9	-22
COc1ccc(-c2cc(C(=O)O)c(C)o2)cc1OC	15	-4	-2	-25	0	-9	4	102	-3.0	5
CCOc1ccc(NC(=O)CN(C)C(=O)CCc2nc3ccccc3c(=O)[nH]2)cc1OCC	x	x	-2	x	3	-3	-7	106	x	x
Cc1nn(-c2ccccc2)c(Cl)c1/C=C/C(=O)c1ccccc1	-11	1	-10	-1	2	-10	-5	105	2.3	13
O=S(=O)(Nc1ccc(S(=O)(=O)Nc2cccc3ccccc23)cc1)c1ccccc1	15	4	2	19	1	-10	-4	109	-3.0	15
CN(Cc1nc(-c2cnccn2)no1)CC(O)c1ccccc1 (configuration not stated)	13	2	-1	-5	-2	-9	-1	89	-2.7	-5
CCN(C(=O)CSc1ncccc1C(=O)Oc1cccc([N+](=O)[O-])c1)c1cccc(C)c1	-16	-2	1	5	4	2	-9	100	3.1	22
COc1cc(C(=O)NCCC(=O)NC(C)CCc2ccccc2)cc(OC)c1OC (configuration not stated)	12	-1	-1	5	4	15	0	97	-2.4	1
Nc1cc(=O)nc(SCC(=O)N(C2CCCCC2)C2CCCCC2)n1-c1ccccc1	-17	13*	-7	-12	-4	-11	1	146	3.1	-1
Clc1ccc2c(NCc3cccs3)ncnc2c1	5	0	-2	0	1	5	-10	94	-1.1	-10
COc1ccc2[nH]c(C(=O)O)c(CCN3C(=O)c4cccc([N+](=O)[O-])c4C3=O)c2c1	-10	8	1	2	-1	0	-5	93	1.8	31
CSC(=NCc1ccc(F)cc1)NS(=O)(=O)c1cccs1	11	-5	3	2	-3	-3	-6	125	-2.0	5
CC(C)S(=O)(=O)c1nsc2nc(=O)c(/C=C3\C=Nc4ccccc43)c(N)n12	4	-2	14	2	1	-5	-1	100	-0.5	0
CCOc1cc(C)c(Cl)cc1S(=O)(=O)NCCOC	4	7	4	-13	1	-6	4	x	-0.8	5
COc1ccccc1N1CC=C(c2cccc([N+](=O)[O-])c2)NC1=O	6	1	3	4	4	-14	3	110	-1.2	22
O=C(CNC(=O)c1ccc(Br)o1)NC1CCCCCC1	5	-12	3	30	5	0	10	105	-0.9	3
N#Cc1ccc(S(=O)(=O)N2CCCN(c3nc4ccc(Cl)cc4s3)CC2)cc1	9	2	-3	-7	-1	-8	-11	110	-1.7	4
CC1(C)CC2(CCO1)OC(=O)CC2C(=O)Nc1ccccc1Cl (configuration not stated)	8	4	2	-11	1	4	-5	98	-1.1	5
COc1cc2c(cc1OC)C(COc1ccc([N+](=O)[O-])cc1)N(C(C)=O)CC2 (configuration not stated)	-4	5	-2	-17	1	-8	-8	106	0.9	-13
O=C(CSc1nnc(CNC(=O)c2ccccc2F)o1)NC1CCCCC1	22	3	-2	-5	1	5	3	99	-4.2	23
O=C(Cc1ccc(S(=O)(=O)N2CCOCC2)s1)NCCOc1ccccc1F	-3	-7	-1	17	1	-3	-10	104	0.4	-10
Cc1ccc(-n2ncc3c(=O)[nH]c(SCC(=O)N4CC(=O)Nc5ccccc54)nc32)cc1	6	4	1	-17	-2	-8	1	108	-1.2	3
Cc1c(NC(=O)Nc2ccccc2)c(=O)n(-c2ccccc2)n1C	16	6	-2	-22	2	-8	0	105	-3.6	-9
